Screening results from PubChem BioAssay.
HCV NS3 hel inh = inhibitors of Hepatitis C virus NS3 helicase | NS3 helicase DNA unwinding, Cy5 molecular beacon fluorescence | inhibition, % at 10.9 µM | hit rate 0.56% among 290,000 | AID 1800;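 active = inhibition above the mean of all tested compounds plus 3 SD, set per campaign, cut at about 35% in these data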;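 also: 0% = DMSO wells and 100% = thioflavine S control wells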
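Material: hepatitis C virus NS3 helicase domain fragment enzyme; measured by: Cy5 fluorescence, 0 and 60 min reads; control set: DMSO and thioflavine S; incubation: 60 min unwinding reaction at 25 °C after ATP addition; read-out basis: % inhibition from 60/0 min fluorescence ratio, DMSO 0%, thioflavine S 100%; repeats: singlicate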
GalR3 antagonist = antagonists of human GalR3. O60755. hit rate 0.44% among 360,000. inhibition, % at 3 µM. AID 651719. HEK293 GalR3-CNG cAMP membrane potential fluorescence; galR3 body fused to GalR1 C-terminus;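 active = inhibition above the screen-wide average plus 3 SD, cut at about 13% in these data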;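 also: forskolin and galanin both at EC90 stimulate the cells; cAMP rise reported by CNG channel membrane potential dye signal; 0% = forskolin plus galanin with DMSO and 100% = forskolin alone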
Target sequence (O60755 1-299 limits assumed): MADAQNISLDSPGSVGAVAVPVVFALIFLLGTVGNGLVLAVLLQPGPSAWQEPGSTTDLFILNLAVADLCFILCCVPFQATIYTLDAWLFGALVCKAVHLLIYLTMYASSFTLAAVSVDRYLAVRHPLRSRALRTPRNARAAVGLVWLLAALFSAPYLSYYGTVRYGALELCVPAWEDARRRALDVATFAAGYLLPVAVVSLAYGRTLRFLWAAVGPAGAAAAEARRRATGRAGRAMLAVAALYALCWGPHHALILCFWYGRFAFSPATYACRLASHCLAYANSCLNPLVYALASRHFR
MEKK2mut PB1 HTS = signal of MEK5 binding to mutant human MEKK2 PB1 domain. bead flow cytometry, Alexa488-MEK5 binding to MEKK2 mutant. percent response, % at 10 µM. hit rate 0.35% among 290,000; in the data active = percent response above about 24%, passing the limit was not always enough; also: inactives centre near 1; some results filed as inactive read as strong as hits
SUMO HTRF inh = inhibitors of human SUMOylation (UBC9); P63279; HTRF SUMOylation assay, SAE1/SAE2 + UBC9, in vitro; inhibition, % at 35 µM; hit rate 0.36% among 290,000; in the data active = inhibition above about 50%, passing the limit was not always enough; also: strong numbers were not always called active
Target sequence (P63279 whole entry, looked up): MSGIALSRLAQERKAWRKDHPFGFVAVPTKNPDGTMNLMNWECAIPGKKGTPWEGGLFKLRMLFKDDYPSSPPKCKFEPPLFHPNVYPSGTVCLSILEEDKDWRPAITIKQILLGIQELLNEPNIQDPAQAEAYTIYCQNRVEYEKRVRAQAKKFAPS
MEKK3 PB1 HTS = MEKK3-MEK5 PB1 interaction, increase or decrease; Q99759; bead-based flow cytometry, Alexa488-MEK5 binding to MEKK3; actives lie on both sides; 0 = blocked by unlabeled MEK5, 100 = vehicle; binding response (% of control), % at 10 µM; hit rate 1.4% among 290,000; AID 1529;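 active = binding response more than 3 SD above or below the average of its plate-row segment, actives on both sides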;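 also: Alexa488 bead fluorescence after subtracting the streptavidin-only scavenger bead signal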
Target sequence (Q99759 whole entry, looked up): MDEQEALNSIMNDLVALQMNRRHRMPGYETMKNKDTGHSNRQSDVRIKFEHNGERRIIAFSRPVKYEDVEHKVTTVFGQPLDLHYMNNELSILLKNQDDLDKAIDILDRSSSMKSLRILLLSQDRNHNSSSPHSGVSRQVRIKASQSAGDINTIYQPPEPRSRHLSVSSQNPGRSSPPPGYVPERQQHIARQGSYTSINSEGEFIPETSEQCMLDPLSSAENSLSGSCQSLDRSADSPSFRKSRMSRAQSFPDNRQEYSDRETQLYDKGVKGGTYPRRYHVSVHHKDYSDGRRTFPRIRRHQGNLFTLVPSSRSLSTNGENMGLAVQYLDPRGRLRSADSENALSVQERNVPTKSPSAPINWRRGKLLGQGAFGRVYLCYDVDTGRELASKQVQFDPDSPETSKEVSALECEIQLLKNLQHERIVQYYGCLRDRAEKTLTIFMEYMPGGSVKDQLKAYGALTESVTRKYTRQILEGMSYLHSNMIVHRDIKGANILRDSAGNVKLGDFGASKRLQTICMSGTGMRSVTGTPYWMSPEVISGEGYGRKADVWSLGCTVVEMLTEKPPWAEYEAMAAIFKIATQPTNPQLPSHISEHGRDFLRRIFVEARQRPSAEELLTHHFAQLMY
DNA FID counter = fluorescent intercalator displacement, NS3 helicase counter-screen; DNA fluorescent intercalator displacement, fluorescence; inhibition, % at 7.9 µM; hit rate 0.17% among 290,000; in the data active = inhibition above about 37%;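 also: 0% = vehicle and 100% = reference compound; higher means more ethidium bromide displaced from hairpin DNA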
MEKK2wt PB1 HTS = raises or lowers MEK5 binding to wildtype human MEKK2 PB1 domain; binding response (% of control), % at 10 µM; AID 1531; hit rate 1.1% among 290,000; bead flow cytometry, Alexa488-MEK5 binding to MEKK2 WT; actives lie on both sides; in the data active = binding response below about 67% or above about 130%
CRFR2-BP antag = CRF-BP/CRF-R2 complex antagonism; HEK293 CRF-R2/CRF-BP, CRF-induced calcium fluorescence; inhibition, % at 11.8 µM; hit rate 0.59% among 350,000;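 active = inhibition of the ligand-induced calcium signal above about 50% at the single tested concentration, limit read from the data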
CRFR2-BP ag = CRF-BP/CRF-R2 complex agonism; activation, % at 13.2 µM; hit rate 0.46% among 350,000; AID 588473; HEK293 CRF-R2/CRF-BP, calcium dye fluorescence (FLIPR); percent of saturating CRF peptide response;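 active = activation of at least 50%, plus an integration ratio under a set limit after plate pattern correction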;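 also: plate controls were neutral control wells without compound for no effect and CRF at EC100 for full effect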
Starred values were filed as active, the others as inactive; / = not tested or not shown. Only part of the results is shown; rates above refer to the full screens.

SMILES	HCV NS3 hel inh	GalR3 antagonist	MEKK2mut PB1 HTS	SUMO HTRF inh	MEKK3 PB1 HTS	DNA FID counter	MEKK2wt PB1 HTS	CRFR2-BP antag	CRFR2-BP ag
O=C(O)CC/C(=N\NC(=O)c1ccccc1Br)c1ccccc1	7	-4	3	-5	100	-5	102	12	-0.5
CCOc1ncccc1C(=O)NCc1ccc(OC)c(OC)c1	3	3	1	-8	105	-6	105	4	0.7
C#CCOCCOCCOCCNc1nc(N2CCOCC2)nc(N2CCN(C(=O)[C@H](Cc3cc4ccccc4[nH]3)n3cc([C@@H](N)CC(C)C)nn3)CC2)n1	-59	/	25	-4	107	23	136	0	-0.8
O=C(Cc1ccc(Cl)cc1)Nc1ccccc1Sc1ccccc1	-2	-11	-2	-16	95	-8	93	10	4.9
CC(C)Sc1nnc2n(CCc3ccccc3)c(=O)c3c4c(sc3n12)COC(C)(C)C4	-4	/	10	/	105	-2	107	1	-3.6
Cc1nn(C)c2c(=O)c(=O)c2n(C)[nH]1	-1	4	-5	11	95	-5	91	-6	0.1
Cc1ccc(C)c(NC(=S)Nc2ccc(S(=O)(=O)Nc3ncccn3)cc2)c1	13	4	-2	9	103	-3	104	12	-0.2
CCCc1cc(=O)[nH]c(Nc2cc(OC)ccc2OC)n1	10	3	-12	1	94	-7	94	37	-2.6
O=C(CCSc1ccccc1)Nc1ccc(OCc2ccccc2)cc1	-1	-4	15	-5	105	-1	104	10	1.3
CC(C)(C)/C(O)=C(/C#N)c1nc2ccccc2[nH]1	-1	-7	-7	-18	59	-8	68	-13	1.1
Cc1ccc(/C=N/NC(=O)C2=NNC(c3ccccc3)(c3ccccc3)C2)c(O)c1	10	-7	-3	-12	104	-13	99	-9	2.0
C#CCN(CC=C)C(=O)C1CCC(=O)N(CCCc2ccccc2)C1 (centres undefined)	-1	-9	4	5	103	-20	107	0	-0.1
N#Cc1ccc(C(=O)Nc2cc(S(=O)(=O)N3CCCC3)ccc2OCC(F)(F)F)cc1	1	3	0	11	100	-12	102	2	0.7
CCOC(=O)C1=C(C)NC(=O)NC1c1ccc(OCCO)c(OC)c1 (centres undefined)	3	3	14	5	108	0	112	-11	-1.1
CCOc1ccc(OCCC(=O)OC(C)C(=O)Nc2ccc(C(C)=O)cc2)cc1 (centres undefined)	-3	-1	8	0	101	-30	108	-3	-0.8
Clc1ccc(CSc2ccc(-c3ccccn3)nn2)cc1	-10	-7	/	-6	/	-1	/	42	0.9
COc1cc(C(C#N)N2N=C(c3ccccc3)CC2c2ccccc2)ccc1O (centres undefined)	7	-3	-3	5	100	-3	89	2	-2.1
Cc1c(C#N)c2ccccc2n1C	16	0	-19	9	92	-12	92	-2	-0.2
COc1ccc2c(c1)CCc1c(C(=O)N3CCCCCC3)noc1-2	-7	-9	4	10	101	-14	98	46	-0.2
COc1ccc(C(F)(F)F)cc1N/C=C\c1nnnn1-c1ccc(C)cc1	0	-3	2	0	106	3	108	6	-1.2
CC(=O)c1ccc(OCC(=O)NCC(c2ccco2)N2CCCCC2)cc1 (centres undefined)	5	-5	3	17	98	-5	98	2	1.0
Fc1ccc2[nH]c3c(NCCN4CCOCC4)ncnc3c2c1	-6	/	2	19	99	11	102	15	-1.8
COc1ccc(C(=O)NC(C)Cn2nc(C)cc2C)cc1OC1CCN(C(C)=O)CC1 (centres undefined)	-2	-3	-1	4	104	-35	102	-3	0.0
O=C(O)C1C(C(=O)O)C1(c1ccccc1)c1ccccc1 (centres undefined)	-5	-4	3	-2	106	4	100	-5	0.5
Cc1ccccc1-c1ncc(CN2CCN(C3CCCCC3)C(CCO)C2)cn1 (centres undefined)	8	-2	-5	13	102	8	99	2	1.4
(further entries)
SMILES	HCV NS3 hel inh	GalR3 antagonist	MEKK2mut PB1 HTS	SUMO HTRF inh	MEKK3 PB1 HTS	DNA FID counter	MEKK2wt PB1 HTS	CRFR2-BP antag	CRFR2-BP ag
CCN(CCCNC(=O)CC1Oc2ccc(C)cc2NC1=O)Cc1ccccc1 (centres undefined)	-3	-1	1	24	95	5	100	6	-1.6
O=C(/C=C/c1ccc(Br)o1)NCc1ccccc1	-11	-6	15	17	108	-6	107	22	-0.3
O=C(O)CCCCCN1C(=O)/C(=C\c2cn(-c3ccccc3)nc2-c2cccs2)SC1=S	29	-7	-26	33	91	-5	82	22	2.1
CC(NC(=O)COC(=O)c1cc([N+](=O)[O-])ccc1N1CCOCC1)c1ccccc1 (centres undefined)	-1	-2	5	5	97	-22	109	-30	-0.6
O=c1[nH]cnc2scc(-c3cccs3)c12	-4	-4	13	-6	111	-5	111	-7	-0.9
O=C(COc1ccccc1)Nc1ccccc1N1CCN(c2ccc(F)cc2)CC1	-18	-2	-3	-13	95	2	99	-1	0.3
CCCCCn1c(CN2CCN(C)CC2)nc2c1c(=O)n(C)c(=O)n2C	9	/	/	3	/	4	/	-28	1.0
COC(=O)c1ccc(OC(=O)CCN2C(=O)C3CCCCC3C2=O)cc1 (centres undefined)	9	1	10	2	95	-11	102	23	6.6
Cc1ccccc1CC(=O)NCC1CCCCC1	-16	-9	0	3	92	-10	97	6	0.1
COc1ccc(S(=O)(=O)n2nc(C)c(S(=O)(=O)N3CCOCC3)c2C)cc1	16	-8	-3	-1	93	-5	92	29	-0.5
COc1ccccc1OCCCOc1c(Cl)cc(C)cc1Cl	-7	-8	0	-19	134*	-1	108	17	0.3
O=C(Nc1ccc(S(=O)(=O)N2CCCC2)cc1)c1c(F)cccc1F	2	-1	7	12	103	-7	102	-7	1.6
O=[N+]([O-])c1ccc(-c2c(O)c3ccccc3c3nc4ccccc4nc23)cc1	0	-2	-7	-2	98	-1	89	3	2.9
CCOC(=O)C1CCN(C(=S)Nc2ccc(CC)cc2)CC1	4	0	-12	-7	78	3	76	-3	-0.4
CCCCNC(=O)C1(O)c2cc(Br)ccc2NC(=O)N1c1cccc(OC)c1 (centres undefined)	2	-10	4	7	101	-14	101	-25	0.4
C/C(=N\NC(=O)c1c(Cl)c(C)nn1C)c1cccc(NC(=O)c2cccc(F)c2)c1	-5	-3	7	6	103	-45	107	-7	-2.0
COC(=O)c1cc(C)sc1NC(=O)CCCC(=O)O	-4	-2	1	9	98	-2	99	12	-1.9
CCOc1ccc(S(=O)(=O)Nc2cccc(Cl)c2)cc1	-11	-4	-6	/	90	-9	88	-6	-1.3
Cc1cc(C)c2c(c1)C1C=CCC1C(c1ccc(S(=O)(=O)N3CCOCC3)cc1)N2 (centres undefined)	7	-5	-2	12	101	-3	94	9	-0.6
Cc1nn(Cc2ccccc2Cl)c(C)c1NC(=O)C1C2CCC(O2)C1C(=O)O (centres undefined)	3	0	5	4	97	-9	98	-9	-0.4
O=[N+]([O-])c1ccc(S(=O)(=O)N2CCN(c3ccnc4cc(Cl)ccc34)CC2)cc1	-19	0	1	-1	102	-9	99	6	0.8
CCOCCCNC(=O)C1CCN(Cc2cccc(OCc3ccccc3)c2)CC1	-13	-4	4	23	113	24	117	24	-0.2
Cc1ccc2c(c1)sc[n+]2Cc1ccccc1	4	-5	5	-14	99	-10	101	-19	-1.9
CCS(=O)(=O)c1nc(S(=O)(=O)c2ccc(Cl)cc2)c(N2CCCC2)s1	19	-7	3	0	103	-31	102	-7	-0.7
CCC(CC)C(=O)Nc1ccc(-c2cn3cccnc3n2)cc1	8	-10	3	38	101	-10	100	3	1.7
Further entries.
SMILES	HCV NS3 hel inh	GalR3 antagonist	MEKK2mut PB1 HTS	SUMO HTRF inh	MEKK3 PB1 HTS	DNA FID counter	MEKK2wt PB1 HTS	CRFR2-BP antag	CRFR2-BP ag
COc1ccccc1C(=O)NC(C)c1nc2ccccc2[nH]1 (centres undefined)	-7	-3	-1	5	102	-5	102	6	-0.6
O=C(COc1ncnc2c(Cl)cc(Cl)cc12)N1CCN(S(=O)(=O)c2ccccc2)CC1	5	0	3	-22	101	1	100	-25	-2.3
COc1cc(C(=O)N/C(=C\c2cn(C)c3ccccc23)C(=O)NCCN2CCOCC2)cc(OC)c1OC	-11	-1	-3	/	99	-2	102	-8	-0.1
Nc1nc(NC(=O)c2cccnc2)nn1-c1ccccc1	6	-3	4	-7	105	0	104	10	-2.5
Fc1ccccc1COc1ccccc1/C=N/Nc1nc(N2CCCC2)nc(N2CCCC2)n1	1	-12	7	-4	113	-1	120	39	-1.0
Cc1cccn2c(=O)c3cc(C(=O)NC4CCCCCC4)sc3nc12	13	-6	2	55*	100	-11	98	20	0.1
CCN(CC)S(=O)(=O)c1ccc(C(=O)N2CCN(c3ncccn3)CC2)cc1	-5	-7	-5	2	101	-32	92	0	-0.2
CC1(c2ccc([N+](=O)[O-])c(CS(=O)(=O)c3ccccc3)c2)OCCO1	-5	-7	-2	-4	97	10	93	14	0.4
CCC(=O)N(Cc1cc(=O)[nH]c2ccccc12)c1ccccc1	-8	-5	-1	11	97	-14	98	12	-1.5
O=C(CSc1n[nH]c(-c2ccccc2)n1)Nc1ccc(N2CCOCC2)cc1	3	-5	1	2	101	-7	104	-10	-0.7
COc1ccc(C(C)=O)cc1CSc1nc(C)cc(C)n1	-14	-6	-8	5	98	-18	91	17	-2.8
C=CCn1c(=N)n(CC(=O)O)c2ccccc21	-6	-1	1	6	102	9	98	-3	-1.2
CC1CCCCC1NC(=O)c1cc2c(=O)n3ccccc3nc2n1C (centres undefined)	-4	4	3	58*	108	-28	107	-18	-0.9
Cc1ccc(-c2ccc(SCC(=O)NC3CCCC3)nn2)cc1	-3	-2	-3	8	98	-22	97	12	-3.0
CC(C)NC(=O)NC(=O)CSc1nnc(COc2ccccc2Cl)o1	-3	-2	9	2	108	-24	107	20	-0.6
CCCNc1nc2nc3ccccn3c(=O)c2cc1C(=O)NCCN1CCOCC1	7	-7	-4	18	94	40*	96	-2	1.0
CCOC(=O)N1CCN(c2c(NCCCN3CCCCCC3)c(=O)c2=O)CC1	-1	2	7	4	109	8	118	2	0.5
O=C(c1cn(-c2ccccc2)nc1-c1cccs1)N1CCN(c2ccccc2)CC1	5	/	-12	-6	92	-4	86	-44	2.5
Cc1ccc(NC(=O)c2cc(-c3cc(Cl)ccc3O)n[nH]2)cc1C	0	-7	-5	38	99	-11	103	0	-1.0
CCCCn1c(O)c(/C=C2\C=NN=C2c2ccccc2)sc1=S	11	-8	-9	-27	94	11	106	10	0.0
COc1ccc(C2=NS(=O)(=O)N(C)C(C(=O)NCc3ccccn3)=C2)cc1	-1	1	0	1	102	-10	101	-1	-0.9
Cn1c(C(=O)c2ccccc2[N+](=O)[O-])nc2ccccc21	19	3	-2	8	101	3	100	5	-1.9

Records listed above that bear a hit mark in MEKK3 PB1 HTS:
SMILES	HCV NS3 hel inh	GalR3 antagonist	MEKK2mut PB1 HTS	SUMO HTRF inh	MEKK3 PB1 HTS	MEKK2wt PB1 HTS	CRFR2-BP antag	CRFR2-BP ag
COc1ccccc1OCCCOc1c(Cl)cc(C)cc1Cl	-7	-8	0	-19	134*	108	17	0.3

Ordered by the number under CRFR2-BP antag (rising): some entries from above
molecule | CRFR2-BP antag
O=C(COc1ncnc2c(Cl)cc(Cl)cc12)N1CCN(S(=O)(=O)c2ccccc2)CC1 | -25
Cc1nn(Cc2ccccc2Cl)c(C)c1NC(=O)C1C2CCC(O2)C1C(=O)O (centres undefined) | -9
O=C(COc1ccccc1)Nc1ccccc1N1CCN(c2ccc(F)cc2)CC1 | -1
CCN(CCCNC(=O)CC1Oc2ccc(C)cc2NC1=O)Cc1ccccc1 (centres undefined) | 6
CCC(=O)N(Cc1cc(=O)[nH]c2ccccc12)c1ccccc1 | 12
Cc1cccn2c(=O)c3cc(C(=O)NC4CCCCCC4)sc3nc12 | 20
O=C(O)CCCCCN1C(=O)/C(=C\c2cn(-c3ccccc3)nc2-c2cccs2)SC1=S | 22
